B2AR arrestin: recruits beta-arrestin to the human beta2-adrenergic receptor; P07550; beta-arrestin recruitment to beta2AR, cell-based reporter; Potency, µM (doses to about 46.1 µM), without a hit: at the top dose activation, actives largely listed as activators; 0.02% of 330,000 active;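 further: potency means the concentration at half of the fitted maximal effect; 0% = DMSO controls and full agonism = EC100 isoproterenol or metaproterenol; nearly all actives have a fitted effect of over 65% in size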
USP2a block: inhibitors of human ubiquitin-specific protease USP2a. O75604. USP2 core, Ub-CHOP2 coupled fluorogenic reporter, 485/531. Potency, µM (series often up to 38.3 µM), for inactives: at the top dose activity change, negative = inhibition, most hits filed as inhibitors. 0.01% of 330,000 active;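 further: potency means the concentration at half of the fitted maximal effect; plate controls were DMSO wells for no effect and full inhibition by NEM control for full effect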
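USP2 core (10nM final) preincubated 30min RT with compound in 20mM Tris-HCl pH 8.0, 2mM CaCl2, 2mM beta-mercaptoethanol, 0.05% CHAPS; 25nM Ub-CHOP2 plus 25nM reporter substrate added, fluorescence (Ex485/Em531) read after 60min.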
Tb PFK inh: inhibitors of T. brucei phosphofructokinase; O15648; T. brucei PFK, ADP-Glo luminescence; AID 485367; 0.17% of 330,000 active; Potency, µM (top dose mostly 57.5 µM), for inactives: top-dose activity, negative = inhibition, most hits filed as inhibitors;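 further: potency means the concentration at half of the fitted maximal effect; 0% = uninhibited 1x PFK enzyme wells and -100% = no-enzyme wells; nearly all actives have a fitted effect of over 60% in size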
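PFK 1.25 nM, F6P 0.5 mM, ATP 0.1 mM, 0.1 M TEA pH 8.0, 5 mM MgCl2, 0.01% Tween20, 0.1% BSA; 45 min RT. ADP-Glo readout. qHTS titration up to 57 uM; curves fitted, compounds curve-classed.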
TSHR antagonist: antagonists of human thyroid stimulating hormone receptor; TSHR-expressing cells, TSH-stimulated cAMP HTRF, 2 h; hits give low values; P16473; 0.2% of 330,000 active; activity change, negative = inhibition, % at 11.5 µM;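 active means activity change below a set negative limit, meaning inhibition stronger than a set level, cut at about -70% in these data; inconclusive means activity change between two set negative limits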; further: on the % scale 0 is the no-effect control and ±100 the full control effect
Target sequence (P16473 whole entry, looked up): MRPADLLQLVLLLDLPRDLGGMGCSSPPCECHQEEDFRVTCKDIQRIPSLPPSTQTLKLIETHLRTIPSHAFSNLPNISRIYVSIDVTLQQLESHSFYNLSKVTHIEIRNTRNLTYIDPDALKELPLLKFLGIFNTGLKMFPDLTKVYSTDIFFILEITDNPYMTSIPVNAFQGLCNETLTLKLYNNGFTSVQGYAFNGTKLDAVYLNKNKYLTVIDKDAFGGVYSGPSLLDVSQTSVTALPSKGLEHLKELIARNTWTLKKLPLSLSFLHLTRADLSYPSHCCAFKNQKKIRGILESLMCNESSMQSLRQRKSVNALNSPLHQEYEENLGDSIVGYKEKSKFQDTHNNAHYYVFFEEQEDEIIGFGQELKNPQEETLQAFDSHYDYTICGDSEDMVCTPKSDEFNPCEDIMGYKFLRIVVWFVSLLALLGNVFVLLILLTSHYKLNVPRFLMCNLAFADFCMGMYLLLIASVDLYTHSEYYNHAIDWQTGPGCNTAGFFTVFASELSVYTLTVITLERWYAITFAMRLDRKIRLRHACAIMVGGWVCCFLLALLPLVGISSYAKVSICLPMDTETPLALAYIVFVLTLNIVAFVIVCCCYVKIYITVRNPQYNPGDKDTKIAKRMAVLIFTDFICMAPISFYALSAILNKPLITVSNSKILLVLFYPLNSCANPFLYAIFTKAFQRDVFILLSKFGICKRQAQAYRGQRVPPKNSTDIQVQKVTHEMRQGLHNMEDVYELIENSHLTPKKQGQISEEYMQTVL
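TSHR-expressing cells were treated with compounds, then stimulated with TSH at EC80 (4nM final) for 2 hours at 37 deg C. Cellular cAMP was measured by HTRF competition between lysate cAMP and cAMP-d2 for a cryptate-labelled anti-cAMP antibody.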
Eya2 inh: blocks the phosphatase activity of human Eya2; O00167; recombinant Eya2, OMFP fluorescence dephosphorylation (OMFP is methylfluorescein phosphate); Potency, µM (titrated, usually from 76.9 µM), for inactives: at the top dose activity, negative = inhibition, hits mostly inhibitors; 0.006% of 330,000 active; AID 488837; further: potency means the concentration at half of the fitted maximal effect; on the % scale 0 is the no-effect control and ±100 the full control effect
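Eya2 (0.2 uM) preincubated 10 min at ambient with compound, then OMFP substrate added at 50 uM; 10 min reaction in 50 mM HEPES pH 7.5, 50 mM NaCl, 5 uM MgCl2, 0.05% BSA, 1 mM DTT. Fluorescence read at Ex 485/Em 525 nm.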
Mito fusion act: blocks mitochondrial division or promotes mitochondrial fusion | S. cerevisiae fusion-defective mutant growth rescue, CellTiterGlo 48 h | Potency, µM (series often up to 46.1 µM), without a hit: at the highest dose growth rescue (activation), hits mostly activators | 0.23% of 320,000 active;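 further: potency means the concentration at half of the fitted maximal effect; % of control where 0% means no effect; nearly all actives have a fitted effect of over 45% in size; temperature-sensitive fusion mutants such as fzo1-1 at 37 °C on non-fermentable ethanol glycerol medium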
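Temperature-sensitive fusion-defective S. cerevisiae (e.g. fzo1-1, mgm1-5) were grown with compound in YPEG medium (3% ethanol, 3% glycerol) for 48 hours at 37C. Growth rescue was measured as viability by CellTiterGlo luminescence after 10 minutes at ambient.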
Chronic BCR inh: blocks chronic active B-cell receptor signaling | 0.05% of 340,000 active | Potency, µM (highest dose often 46.1 µM), for inactives: top-dose ratio change, negative = lower green/red ratio, actives largely listed as inhibitors | ABC-DLBCL IkBa-CBG/CBR reporter, luminescence ratio, 4 h | AID 493014; active means well fitted inhibition curve with a large enough effect in the signal ratio, with a control signal flat, not every such curve was filed as active; inconclusive means small, poorly fitted or top-dose-only effect, or effect the other way, or a change in a side signal; the % refers to the signal ratio;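 further: potency means the concentration at half of the fitted maximal effect; plate controls were basal doxycycline-induced cells for no effect and cells given 10 µM MG132 for full effect; MG132 reads +100%, hits lower the ratio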
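TMD8 ABC-DLBCL cells carrying doxycycline-inducible green luciferase fused to IkappaBalpha plus unfused red luciferase were exposed to compounds (up to 46 uM) for 4 hrs at 37C. Activity came from the overlap-corrected green/red luminescence ratio.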
uPA generation: blocks generation of uPA at the cell surface; cell surface uPA generation assay, qHTS; Potency, µM (top dose mostly 38.3 µM), for the others: top-dose activity change, negative = inhibition, hits mostly inhibitors; 0.31% of 330,000 active; AID 540303; active means well fitted inhibition curve with a large enough effect; inconclusive means small, poorly fitted or top-dose-only effect; inactive means no such curve, though single readings can be large or run the other way; tested in mouse RAW 264.7 cells; further: potency means the concentration at half of the fitted maximal effect; on the % scale 0 is the no-effect control and ±100 the full control effect; nearly all actives have a fitted effect of over 55% in size
TCR activator: T cell receptor activation; AID 504894; Potency, µM (highest dose often 9.22 µM), without a hit: at the top dose activation of IL-2 secretion, most hits filed as activators; 330,000 tested, under 10 active; primary human leukocytes, anti-CD3, IL-2 HTRF, 48 h; further: % of control where 0% means no effect
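Readout: HTRF IL-2, Eu-cryptate/d2 antibody pair, 320nm excitation, 665nm emission. Stimulus: a-CD3 beads, no co-stimulation. Cells: primary human leukocytes. Exposure: 48 hr with compound.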
TSG101-PTAP inh: blocks PTAP/TSG101 interaction to inhibit HIV-1 budding | Fluorescence polarization, FITC-PTAP peptide / Tsg101 binding | Potency, µM (doses to about 115 µM), without a hit: top-dose activity change, negative = inhibition, hits mostly inhibitors | 340,000 tested, under 10 active; active means well fitted inhibition curve with a large enough effect in the main read-out, with a control signal flat, not every such curve was filed as active; inconclusive means small, poorly fitted or top-dose-only effect, or effect the other way, or a change in a side signal; inactive means no such curve, though single readings can be large or run the other way; further: potency means the concentration at half of the fitted maximal effect; % of control where 0% means no effect
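Fluorescence anisotropy tracks displacement of a FITC-tagged PTAP peptide (50 nM) from the Tsg101 binding domain (10 uM), following a 20 min room-temperature incubation at pH 7.5.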
ELG1 repair inh: ELG1-dependent DNA repair inhibition | Potency, µM (titrated, usually from 46.1 µM), inactives show at the top dose activity change, negative = inhibition, most hits filed as inhibitors | HEK293T ELG1-luciferase reporter, luminescence, 16 h; DNA damage induced by 5-fluorouridine | 2.3% of 330,000 active; further: potency means the concentration at half of the fitted maximal effect; on the % scale 0 is the no-effect control and ±100 the full control effect; nearly all actives have a fitted effect of over 55% in size
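HEK293T cells expressing luciferase-tagged ELG1 (2,000/well) received 5-Fluorouridine plus compound or DMSO for 16 hr at 37 °C. Luciferase was read by ONE-Glo luminescence after 30 min at room temperature.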
* hit, by the source's call; ? = inconclusive; . = not tested or not shown; [ ] = another dose, or the depositor's remark. Unless noted, the call rests on the fitted dose curve; in most records, active means well fitted curve in the direction sought with a large enough effect; inconclusive means small, poorly fitted or top-dose-only effect, or another doubt; inactive means no such curve, though single readings can be large; an effect the other way counts as inactive or inconclusive.

Each structure is followed by: B2AR arrestin	USP2a block	Tb PFK inh	TSHR antagonist	Eya2 inh	Mito fusion act	Chronic BCR inh	uPA generation	TCR activator	TSG101-PTAP inh	ELG1 repair inh
COc1ccccc1C(=O)NNC(=O)c1ccccc1Br
    -0.6%	4%	5%	0	-1%	1%	?	-3%	9%	-3%	?
Nc1ccc(C(=O)N/N=C\C=C\c2ccc([N+](=O)[O-])cc2)cc1
    -1.7%	2%	-5%	-15	-5%	7%	-3%	-3%	0%	-7%	17%
COc1cccc(NC(=O)CCS(=O)(=O)c2ccc3c(c2)oc(=O)n3C)c1
    0.2%	-2%	-9%	2	5%	1%	1%	5%	0%	-1%	-1%
Cc1nn(Cc2ccc(Br)cc2)c(C)c1NC(=O)c1nn(C)cc1Cl
    -0.4%	-2%	4%	4	-36%	3%	0%	-4%	-34%	-4%	-22%
O=C(O)c1ccccc1Nc1ccnc(Cl)n1
    -0.8%	-1%	0%	-9	-5%	-1%	8%	4%	-5%	-2%	13%
O=C(c1ccc(N2CCCCC2)c([N+](=O)[O-])c1)N1CCN(S(=O)(=O)c2ccccc2)CC1
    -0.2%	1%	2%	-16	5%	8%	-16%	0%	3%	-9%	-6%
CCOC(=O)N1N=C(C)CC1(O)c1ccccc1 (stereo unspecified)
    -1.1%	3%	3%	20	-8%	-2%	6%	1%	5%[46.1 µM]	-4%	13%
O=C(OCn1nnc2ccccc2c1=O)c1cccs1
    0.2%	4%	0%	15	-1%	-10%	0%	1%	-2%[46.1 µM]	-2%	19%
Cc1cccc(-c2nc3ccccc3c(=O)n2NC(=O)c2ccc([N+](=O)[O-])c(C)c2)c1
    0.0%	2%	-4%	2	0%	-3%	0%	-7%	8%[46.1 µM]	0%	0%
NS(=O)(=O)c1cccnc1Nc1c(Cl)cccc1Cl
    -0.2%	-1%	3%	-6	7%	4%	?	2%	6%	-3%	3%
Cc1ccccc1CS(=O)(=O)Cc1ccc(C(=O)NCc2ccccn2)o1
    -0.4%	4%	2%	31	11%	-2%	2%	-2%	-13%	-8%	-6%
Cc1nn(-c2ccccc2)c(C)c1P(=O)(c1ccccc1)N(C)C (stereo unspecified)
    0.4%	5%	-3%	-5	-5%[15.4 µM]	-2%	-1%	-1%	.	-6%	0%
Cc1c(C(=O)Nc2ccc(Cl)cc2)c2ccccn2c1C(=O)c1ccc(F)cc1
    -0.4%	2%	1%	21	-4%	0%	-16%	1%	0%	-5%	23%
CC(C)C(=O)Nc1cc(S(=O)(=O)Nc2cccc(Cl)c2)ccc1Cl
    0.8%	3%	3%	65	-11%	29%	?	4%	0%[46.1 µM]	-6%	?
CCOC(=O)c1c(-n2c(C)cc(C=O)c2C)sc2c1CCCC2
    3.0%	-5%	5%	2	-12%	4%	10%	.	0%	-6%	-9%
Cc1cc2cc(CN(Cc3ccco3)C(=S)NCC3CCCO3)c(=O)[nH]c2cc1C (stereo unspecified)
    -0.7%	-1%	-1%	2	-3%	4%	1%	-8%	-1%[46.1 µM]	-1%	?
COC(=O)c1ccc(/C=N/NC(=O)CC(=O)NC(C)C)cc1
    -0.2%	-1%	3%	16	-15%	1%	16%	-10%	10%	-7%	14%
O=C(NNC1OC(CO)C(O)C(O)C1O)c1cccc(Br)c1 (stereo unspecified)
    0.2%	2%	-10%	11	-4%	-16%	?	-4%	11%	-8%	2%
CCCCOc1ccc(/C(O)=C2/C(=O)C(=O)N(Cc3cccnc3)C2c2ccncc2)c(C)c1 (stereo unspecified)
    -0.4%	1%	-2%	9	5%	-13%	0%	-3%	-3%	-4%	0%
Cc1c(C(=O)N2CC[C@@H](N3CCC(O)CC3)[C@H](O)C2)[nH]c2ccc(Cl)cc12
    -0.2%	-2%	-3%	21	1%	1%	5%	-1%	-1%	1%	22%
N#C/C(=C\c1cccs1)C(=O)N1CCOCC1
    -0.3%	3%	1%	-7	-5%	-2%	8%	-2%	1%	2%	-1%
COc1ccc(C(=O)NCc2nnc(SCC(=O)N3CCc4ccccc43)n2Cc2ccccc2)cc1
    -0.6%	5%	-2%	6	8%	-1%	0%	-1%	1%[46.1 µM]	0%	?
Cc1c(N2C(=O)CS/C2=N\N=C\c2ccc(Br)cc2)c(=O)n(-c2ccccc2)n1C
    -1.0%	-2%	2%	-3	-2%	0%	0%	-5%	3%	-3%	1%
COc1cccc(/C=C/C(=O)N(C)CC(=O)Nc2ccc(Cl)c(C(F)(F)F)c2)c1
    0.1%	0%	-3%	-2	-9%	-3%	?	-1%	1%	1%	-9%
COc1ccccc1C(=O)NCCNc1nc2cc(C)cc(C)c2cc1C#N
    -0.5%	-1%	-2%	29	4%	11%	5%	18%	3%	-2%	9.2µM*
COc1ccccc1OCCNC(=O)C(CCSC)NC(=O)c1ccccc1Cl (stereo unspecified)
    -1.5%	1%	2%	14	1%	-4%	1%	5%	5%	0%	1%
CCOc1cc(NC(=O)c2ccco2)c(OCC)cc1NC(=O)CCc1ccc(OC)cc1
    -0.5%	1%	-2%	3	22%	7%	-1%	.	.	.	-6%
CCCNc1c(NS(=O)(=O)c2ccc3c(c2)CCCC3)c(=O)oc2ccccc12
    0.0%	0%	-11%	17	-1%	-3%	?	-1%	0%	-1%	?
Cc1c(Cc2ccccc2)c(=O)oc2cc(OCc3nn[nH]n3)ccc12
    -1.1%	-1%	-1%	-9	20%	1%	8%	8%	7%	-4%	2%
CC1CCN(C(=O)c2ccc(S(=O)(=O)Cc3cccc(F)c3)c([N+](=O)[O-])c2)CC1
    0.1%	2%	0%	2	-26%	2%	10%	-5%	7%	-5%	?

Compound profiles, from the list above. Order of values: B2AR arrestin | USP2a block | Tb PFK inh | TSHR antagonist | Eya2 inh | Mito fusion act | Chronic BCR inh | uPA generation | TCR activator | TSG101-PTAP inh | ELG1 repair inh
`Nc1ccc(C(=O)N/N=C\C=C\c2ccc([N+](=O)[O-])cc2)cc1` reads -1.7% | 2% | -5% | -15 | -5% | 7% | -3% | -3% | 0% | -7% | 17%
`CCCNc1c(NS(=O)(=O)c2ccc3c(c2)CCCC3)c(=O)oc2ccccc12` reads 0.0% | 0% | -11% | 17 | -1% | -3% | ? | -1% | 0% | -1% | ?
`N#C/C(=C\c1cccs1)C(=O)N1CCOCC1` reads -0.3% | 3% | 1% | -7 | -5% | -2% | 8% | -2% | 1% | 2% | -1%

Other results
Each structure is followed by: B2AR arrestin	USP2a block	Tb PFK inh	TSHR antagonist	Eya2 inh	Mito fusion act	Chronic BCR inh	uPA generation	TCR activator	TSG101-PTAP inh	ELG1 repair inh
O=C(Nc1cccc(/C=C/c2ccccn2)c1)c1ccc(-n2cncn2)c([N+](=O)[O-])c1
    0.2%	0%	0%	-21	-24%	1%	?	-10%	4%	-1%	9.2µM*
CN(C)S(=O)(=O)c1cccc(NC(=O)c2cc([N+](=O)[O-])ccc2N2CCCCC2)c1
    -1.7%	3%	-5%	-8	?	-8%	-2%	-1%	9%	-1%	-18%
CCOC(=O)c1cc(=O)n(-c2ccc(Cl)cc2C)[nH]1
    -1.0%	-2%	-2%	11	4%	-1%	0%	0%	-7%[46.1 µM]	3%	0%
Cc1ccccc1C(=O)O/N=C(\N)c1ccncc1
    -1.6%	3%	-1%	12	1%	-4%	-11%	-13%	8%[46.1 µM]	-2%	?
Cc1cc(N2CCN(c3ccccn3)CC2)n2c(nc3ccccc32)c1C#N
    -0.3%	5%	0%	-10	9%	5%	?	-4%	-2%	-3%	-28%
O=C(NCc1ccc(Cl)cc1)C1CCN(C(=O)c2ccco2)CC1
    -0.7%	-1%	-2%	5	19%	2%	1%	1%	1%	-7%	-17%
O=C(C1CCN(C2CC(=O)N(c3cccc(Cl)c3)C2=O)CC1)N1CCCCCC1 (stereo unspecified)
    -0.3%	1%	16%	2	-18%	-17%	-1%	1%	1%	-4%	3%
